Assay outcomes from PubChem BioAssay.
G9a block: G9a (human) methyltransferase inhibition. 350,000 compounds, 8.8% hits. Potency, µM (titrated, usually from 102 µM), inactives show top-dose activity, negative = inhibition, most hits filed as inhibitors. G9a H3K9 monomethylation, AlphaScreen, 2 h; further: on the % scale 0 is the no-effect control and ±100 the full control effect; nearly all actives have a fitted effect of over 75% in size
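Enzyme 20 nM + cpd, 15 min RT; add b-H3K9 pep 500 nM / SAM 20 uM; 2 h RT; anti-H3K9me1 Ab 0.5 ug/mL + SA donor / anti-rabbit acceptor beads 20 ug/mL each, 10 min; AlphaScreen read.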
GLS inhibitor: blocks human kidney-isoform glutaminase activity; O94925; GLS enzymatic activity, qHTS titration; Potency, µM (series often up to 45.5 µM), for the others: at the highest dose activity change, negative = inhibition, most hits filed as inhibitors; 410,000 compounds, 0.21% hits; further: on the % scale 0 is the no-effect control and ±100 the full control effect
Target sequence (O94925 whole entry, looked up, canonical isoform): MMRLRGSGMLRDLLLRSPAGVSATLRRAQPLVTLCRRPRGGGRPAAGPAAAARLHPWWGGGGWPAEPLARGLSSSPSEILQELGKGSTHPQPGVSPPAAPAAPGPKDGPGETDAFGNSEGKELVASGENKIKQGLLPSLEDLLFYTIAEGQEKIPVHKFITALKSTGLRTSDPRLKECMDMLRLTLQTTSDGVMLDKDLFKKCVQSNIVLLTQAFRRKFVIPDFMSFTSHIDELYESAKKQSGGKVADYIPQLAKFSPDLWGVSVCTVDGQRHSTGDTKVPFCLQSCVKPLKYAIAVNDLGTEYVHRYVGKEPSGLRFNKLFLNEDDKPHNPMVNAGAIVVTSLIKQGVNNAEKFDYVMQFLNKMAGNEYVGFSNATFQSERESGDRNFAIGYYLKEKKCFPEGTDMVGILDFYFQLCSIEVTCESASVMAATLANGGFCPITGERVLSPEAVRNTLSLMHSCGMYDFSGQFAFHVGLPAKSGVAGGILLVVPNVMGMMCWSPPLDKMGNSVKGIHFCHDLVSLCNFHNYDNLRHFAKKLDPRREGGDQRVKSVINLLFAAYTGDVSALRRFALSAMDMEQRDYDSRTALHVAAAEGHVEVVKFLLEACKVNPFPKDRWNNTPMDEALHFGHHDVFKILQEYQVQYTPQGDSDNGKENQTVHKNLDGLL
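hKGA in 45 mM KH2PO4 pH 8.2, 0.02% Tween-20 with pin-transferred compounds; 1 mM L-glutamine (stock) plus glutamate oxidase/HRP/Amplex Red coupling added. Fluorescence read initially and after 30 min at RT.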
BAZ2B inh: BAZ2B (human) inhibition; Q9UIF8; AlphaScreen BAZ2B-H3K14Ac peptide displacement; Potency, µM (titrated, usually from 114 µM), for the others: at the top dose activity change, negative = inhibition, hits mostly inhibitors; 360,000 compounds, 4.4% hits; AID 504333; further: on the % scale 0 is the no-effect control and ±100 the full control effect; nearly all actives have a fitted effect of over 60% in size
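Multi-concentration screen (max 110 uM) measuring displacement of acetylated histone H3 peptide from BAZ2B by AlphaScreen, using 50 nM protein, 50 nM peptide and 10 ug/mL streptavidin donor plus Ni-chelate acceptor beads.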
HP1b chromo inh: HP1-beta chromodomain-methylated histone interaction inhibition. P83916. AlphaScreen HP1-beta / biotin-H3K9me3 peptide binding. Potency, µM (doses to about 114 µM), for the others: top-dose activity change, negative = inhibition, usual class: inhibitors. 390,000 compounds, 0.56% hits; further: nearly all actives have a fitted effect of over 70% in size; inactives centre near 23
Target sequence (P83916 whole entry, looked up): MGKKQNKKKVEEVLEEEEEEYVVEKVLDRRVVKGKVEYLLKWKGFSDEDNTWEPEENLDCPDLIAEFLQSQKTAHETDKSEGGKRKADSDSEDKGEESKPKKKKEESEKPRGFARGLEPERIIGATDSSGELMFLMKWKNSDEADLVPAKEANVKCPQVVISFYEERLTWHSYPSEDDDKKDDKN
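HP1-beta protein (50 nM final) preincubated 30 min at room temperature with biotinylated H3(1-18)K9me3 peptide (50 nM) in PBS pH 7.4, 0.01% Tween-20, then compound added for 30 min. AlphaScreen streptavidin donor/nickel chelate acceptor beads (10 ug/mL final), 30 min dark, luminescence read.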
PGK inhibitor: inhibitors of T. brucei phosphoglycerate kinase; P07378; PGK/GAPDH coupled, Kinase-Glo luminescence, 60 min; Potency, µM (doses to about 57.5 µM), without a hit: at the highest dose activity change, negative = inhibition, actives largely listed as inhibitors; 380,000 compounds, 0.043% hits; further: on the % scale 0 is the no-effect control and ±100 the full control effect; nearly all actives have a fitted effect of over 60% in size
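Recombinant glycosomal PGK reaction used 1,3-bisphosphoglycerate generated in-well by GAPDH (100nM final) in 100mM TEA pH 7.6, 5mM MgCl2, 0.01% Tween-20. After 60 minutes at room temperature, ATP was read by Kinase-Glo Plus luminescence end-point.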
POLI inh: inhibitors of human DNA polymerase iota. Pol iota fluorescent replication assay, 10 min. Potency, µM (top dose mostly 115 µM), for the others: top-dose activity, negative = inhibition, actives largely listed as inhibitors. 390,000 compounds, 1% hits. AID 588590
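Pol iota at 10 nM preincubated 15 min with compounds at room temperature; reaction started with fluorescent substrate, 50 nM final. Fluorescence read kinetically at 0 and 10 min; buffer-only wells as negative control.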
JMJD2A Tudor inh: inhibitors of human JMJD2A Tudor domain. O75164. AlphaScreen JMJD2A-Tudor / H3K4me3 peptide binding. 390,000 compounds, 4.4% hits. Potency, µM (series often up to 114 µM), for the others: top-dose activity change, negative = inhibition, most hits filed as inhibitors. AID 504339; further: on the % scale 0 is the no-effect control and ±100 the full control effect; nearly all actives have a fitted effect of over 50% in size
BLM inh: Bloom syndrome helicase (human) inhibition; P54132; recombinant BLM DNA unwinding, fluorescence dequenching; Potency, µM (top dose mostly 56.1 µM), without a hit: at the highest dose activity change, negative = inhibition, actives largely listed as inhibitors; 350,000 compounds, 0.2% hits; AID 2528;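 further: plate controls were vehicle for no effect and no enzyme for full effect; nearly all actives have a fitted effect of over 35% in size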
Pin1 inh: inhibitors of human Pin1. Pin1 FP peptide displacement, HiFluor488, 10 min. Potency, µM (series often up to 115 µM), for inactives: at the highest dose activity, negative = inhibition, hits mostly inhibitors. AID 504891. 390,000 compounds, 0.009% hits. Q13526; active means well fitted inhibition curve with a large enough effect in the polarisation, with a control signal flat, not every such curve was filed as active; inconclusive means small, poorly fitted or top-dose-only effect, or effect the other way, or a change in a side signal; inactive means no such curve, though single readings can be large or run the other way; the % refers to the polarisation; further: on the % scale 0 is the no-effect control and ±100 the full control effect
Target sequence (Q13526 whole entry, looked up): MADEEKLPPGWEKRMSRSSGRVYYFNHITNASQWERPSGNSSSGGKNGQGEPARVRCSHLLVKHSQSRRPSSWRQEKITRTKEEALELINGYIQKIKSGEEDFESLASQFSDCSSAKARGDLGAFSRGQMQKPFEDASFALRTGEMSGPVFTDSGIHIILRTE
An asterisk follows results filed as active; i = inactive; ? = inconclusive; / = no result given; & = joins results of further samples; [ ] = another dose, or the depositor's remark. Unless noted, the call rests on the fitted dose curve; in most records, active means well fitted curve in the direction sought with a large enough effect; inconclusive means small, poorly fitted or top-dose-only effect, or another doubt; inactive means no such curve, though single readings can be large; an effect the other way counts as inactive or inconclusive. Potency means the concentration at half of the fitted maximal effect. Not all compounds are listed; the hit share may differ from the screen's.

SMILES | G9a block | GLS inhibitor | BAZ2B inh | HP1b chromo inh | PGK inhibitor | POLI inh | JMJD2A Tudor inh | BLM inh | Pin1 inh
COc1cccc(C2=CC(c3ccc(OC)c(OC)c3OC)n3nnnc3N2)c1 (stereo unspecified) | ? | 7% | ? | 33% | 2% | 5% | -29% | 0% | -5%
O=C(NNC(=S)NC(=O)c1ccccc1[N+](=O)[O-])c1ccccc1 | ? | 25% | 11% | 30% | i | 15% | -3% | 1% | 11%
C=CCNc1nc(Nc2ccc(-c3nc4ccccc4o3)cc2)nc(N2CCOCC2)n1 | -6%[12.7 µM] | 5% | -3% | 4% | i[11.5 µM] | -22% | -14% | 0% | -1%
CCCCn1cc(S(=O)(=O)c2ccc(C)c(C)c2)c(=O)c2cc(F)c(N(CC)CC)cc21 | 5%[59 µM] | 2% | 3% | 10% | -12% | 20% | -13% | -9% | 6%
Cc1ccc2c(Cl)c(C(=O)Nc3nn[nH]n3)sc2c1 | -4% | -10% | 50µM* | 22% | -4% | 27% | -24% | -8% | -1%
c1nc(N2CCCC2)c2[nH]cnc2n1 | -8%[59 µM] | -8% | -1% | 9% | -1% | -5%[58.9 µM] | -23% | 3% | 2%
COc1ccc(CNC(C)(C)C)cc1Cl | 60%[activator][59 µM] | -2% | 5% | 9% | 4% | 16% | -12% | 1% | 2%
CN1CCc2c(OCC(=O)N3CCC(Cc4ccccc4)CC3)cccc2C1=O | -38% | -5% | / | 31% | i | 78%[activator] | ? | 0% | 12%
Cc1ccc(S(=O)(=O)CCC(=O)N(Cc2nnc(-c3ccc(Cl)cc3)o2)C2CC2)cc1 | ? | 0% | -1% | 27% | i | 21% | -13% | / | 7%
NC(=O)c1oc2ccccc2c1NC(=O)c1ccco1 | ? | 2% | 8% | 24% | i | 8% | -16% | 2% | 2%
COc1ccc(C(=O)CC(=O)C(=O)Nc2ccc([N+](=O)[O-])cc2C)cc1 | 4% | -9% | -20% | 47% | -1% | 69%[activator] | -20% | -9% | 1%
COc1ccc(-c2c(C#N)c(N)nc(Sc3ccc(Cl)cc3)c2C#N)cc1 | / | 3% | 4% | 23% | -3% | -13% | 2% | -1% | 1%
COc1cccc(NC(=O)C(=O)NCCC2CCCCN2S(=O)(=O)c2cccs2)c1 (stereo unspecified) | -21% | 6% | -29% | 9% | -6% | 1% | -9% | / | 22%
COc1ccccc1NC(=O)CCNS(=O)(=O)c1ccc2c(c1)CCN2C(C)=O | -6% | -8% | -1% | 30% | 9% | 21% | -3% | 0% | -1%
Cc1c(Cl)cccc1NC(=O)NNC(=O)CCc1ccccc1 | 37% | 11% | 20% | 27% | -2% | 3% | -8% | -8% | -5%
Cn1c(=O)[nH]c(=O)c2c1nc(CN1CCN(Cc3ccccc3)CC1)n2CC(N)=O | -3% | 1% | -2% | 12% | 1% | 6% | -11% | 0% | 2%
Cc1c(Cc2ccccc2)c(=O)[nH]c(=O)n1C | / | -14% | / | 22%[57 µM] | i | 51%[activator] | 3% | / | 0%
O=C(Cc1cccs1)NNC(=S)NC(=O)c1ccco1 | 11µM* | -19% | 14% | 10% | -2% | 24% | -9% | -2% | -12%
CC(OC(=O)c1ccc(S(=O)(=O)NCc2ccco2)cc1)C(=O)Nc1ncc(Cl)cc1Cl (stereo unspecified) | 3%[59 µM] | -1% | ? | ? | -8% | -39% | -34%[57.1 µM] | 0% | 7%
COc1ccc(C(C(=O)NC(C)(C)C)N(C(=O)CNC(=O)c2cccs2)c2ccc(NC(C)=O)cc2)cc1OC (stereo unspecified) | 33% | 17% | -14% | 40%[activator] | i | 57%[activator] | -15% | 2% | -8%
CCO[C@@H]1OC(C(=O)NC2CC2)=C[C@H](c2csc3ccccc23)[C@H]1CCCO | 14%[12.7 µM] | 1% | -5% | 48%[activator] | 11% | 46%[activator] | -9% | -2% | -2%
Cc1occc1C(=O)N1CCN(S(=O)(=O)c2ccccc2)CC1 | / | -1% | -12% | 9% | -7% | -6% | -9% | -3% | 1%
O=C(NCCCn1ccnc1)c1ccccc1Cl | 5% | 15% | -13% | 3% | -3% | 114%[activator] | -13% | -5% | 5%
COc1cc(C)ccc1OCCOc1ccccc1Cl | 102%[activator][59 µM] | 0% | 97%[activator] | 122%[activator] | -6% | -16% | 105%[activator] | -5% | -6%
O=C(Cn1c(O)c(N=NC(=O)c2ccncc2)c2ccccc21)Nc1ccccc1 | -2%[59 µM] | 0% | -1% | 14% | -8% | 12% | -9% | -3% | -4%
(next part)
SMILES | G9a block | GLS inhibitor | BAZ2B inh | HP1b chromo inh | PGK inhibitor | POLI inh | JMJD2A Tudor inh | BLM inh | Pin1 inh
COc1ccccc1-c1nnc2sc(COc3ccc(F)cc3)nn12 | 1%[59 µM] | 14% | -7% | 6% | 7% | 30% | -9% | -5% | 1%
COc1ccccc1N/C=C/C(=C(C#N)C#N)N(C)C | / | -2% | -8% | 26% | i | 55%[activator] | -4% | -1% | -6%
O=C(NC1c2ccccc2-c2ccccc21)c1ccco1 | 9% | 12% | 9% | -14% | 6% | 11% | 56µM* | -3% | 7%
Cc1nn(C(C)C(=O)NCCCN2CCCCCC2)c(=O)c2c1sc1ccccc12 (stereo unspecified) | 50µM* | -6% | -22% | 16% | -10% | ? | 50µM* | -1% | 16%
Cc1oc(-c2ccc(Cl)cc2)nc1CS(=O)CC(=O)NC1CCCCCC1 (stereo unspecified) | / | 1% | -6% | 37% | -2% | 9% | -16% | -2% | -8%
COc1ccc(Oc2c(O)c3ccccc3n(C)c2=O)cc1 | 45µM* | 6% | -2% | 8% | -2% | -19% | -10% | 4% | -5%
CCC(=O)N/N=C(\C)CC(=O)Nc1cccc([N+](=O)[O-])c1 | 15% | 4% | -5% | 28% | 3% | -18% | 3% | -8% | 0%
COc1ccccc1CNS(=O)(=O)N(C)C | 10%[59 µM] | 0% | -2% | -10% | -3% | 18% | 50µM* | -7% | 3%
CC(=O)NNC(=O)CCn1nnc2ccccc21 | 12% | -3% | -5% | 18% | -4% | 92%[activator] | 3% | 2% | 0%
CC(C)C(=O)Nc1ccc2c(c1)nc(CCN1CCN(C)CC1)n2C | -1% | 3% | 6% | 11% | -2% | 15% | -16% | -7% | -1%
Cc1cc(N)n2nc(-c3ccccc3)cc2n1 | -2%[59 µM] | -3% | 1% | 23% | ? | -11% | -11% | -11% | -1%
O=C(NCC1CCCO1)C(c1ccc(F)cc1)N(Cc1ccc2c(c1)OCO2)C(=O)c1ccc(CN2CCOCC2)o1 (stereo unspecified) | / | 6% | ? | 0% | 7% | -10% | -2% | 3% | 0%
CNCC(C)COc1ccccc1OCc1ccccc1 (stereo unspecified) | -46% | 8% | -15% | 18% | -3% | 8% | -3% | -1% | 1%
CCS(=O)(=O)c1ccc2c(c1)N(S(C)(=O)=O)CC(C(=O)NCCOC)O2 (stereo unspecified) | 4% | 18% | -4% | 20% | -4% | ? | -16% | -3% | -2%
CCOc1ccccc1CNC(=O)c1cc2oc3ccccc3c2n1C | -5%[59 µM] | -1% | -30% | -8% | -6% | 11% | ? | -8% | 17%
COc1ccccc1NC(=O)c1sc2nc(C)c(C(=O)Nc3ccc(C)cc3C)c(-c3ccc(Br)cc3)c2c1N | 23%[59 µM] | 15% | 3% | 73%[activator] | 4% | 3% | 8% | -1% | ?
CCOCCc1nnc(NC(=O)c2cccs2)s1 | 2%[12.7 µM] | 1% | 10% | 23% | -2% | 10% | -7% | -5% | -8%
COc1ccc(NC(=O)CCC(=O)c2cc(C)sc2C)cc1 | -2% | -3% | -8% | 33% | 1% | 47%[activator] | -10% | / | 1%
CCN(Cc1ccccc1)C(=O)c1nn(-c2ccc(OC)cc2)c(=O)c2c1c1ccccc1n2C | -27%[59 µM] | -3%&-3% | 2% | 31%&23% | 0% | 10%&10% | -17%&-17% | -6%&-11% | ?
Cc1ccc(N2C(=O)[C@@H]3[C@H](C2=O)C2c4ccccc4C=NN2[C@@H]3C(=O)c2ccc(Cl)cc2)cc1 (stereo partly specified) | -23%[59 µM] | -5% | 1% | 45%[activator] | 0% | 7% | -12% | -7% | ?
COCCN(C(=O)c1csnn1)C(C(=O)NC1CCCC1)c1ccc(C)cc1 (stereo unspecified) | 11% | 0% | -1% | -7% | -6% | 21% | -9% | 1% | -4%
CSC(=O)NC(=O)NC(=O)c1ccc([N+](=O)[O-])cc1 | 6% | 0% | -9% | 22% | -5% | 9% | -9% | -5% | 0%
N=c1c2c3c(sc2ncn1N)CCCC3 | -2% | -4% | -15% | 67%[activator] | -4% | 23% | -14% | 0% | 0%
Cc1ccc(-n2nc(C(=O)N3CCN(c4cccc(C(F)(F)F)c4)CC3)c(=O)n(C)c2=O)cc1 | -16%[59 µM] | -1% | -20% | 17%[57 µM] | -1% | -18% | -27% | -6% | 1%
CNC(=O)c1c[nH]n2c(=O)c(Cc3ccccc3F)c(C)nc12 | 4% | 9% | -4% | 22% | -9% | -22% | -18% | 2% | 6%
Cc1cc(Nc2cccc(Cl)c2)c2ccccc2n1 | 25% | -8% | 0% | -6% | i | -11% | -14% | -1% | 2%
Cc1cc(NC(=O)CSC2=NS(=O)(=O)c3cc(Cl)ccc3N2)no1 | 2% | 2% | -6% | 18% | -8% | 8% | -12% | / | -2%
COc1ccc(OC)c(NC(=O)C23CCC(C)(C(=O)O2)C3(C)C)c1 (stereo unspecified) | -14%[59 µM] | -10% | -5% | 25% | i | -9% | -3% | -3% | 7%
CCOc1ccc(C(c2c(O)cc(C)n(Cc3ccco3)c2=O)N2CCCCC2)cc1 (stereo unspecified) | ? | 3% | -9% | 9%[57 µM] | 5% | 11% | -27% | -3% | 32%[activator]

Looked up by compound from the list above:
SMILES | G9a block | GLS inhibitor | BAZ2B inh | HP1b chromo inh | PGK inhibitor | POLI inh | JMJD2A Tudor inh | BLM inh | Pin1 inh
COc1ccccc1NC(=O)c1sc2nc(C)c(C(=O)Nc3ccc(C)cc3C)c(-c3ccc(Br)cc3)c2c1N | 23%[59 µM] | 15% | 3% | 73%[activator] | 4% | 3% | 8% | -1% | ?
COCCN(C(=O)c1csnn1)C(C(=O)NC1CCCC1)c1ccc(C)cc1 (stereo unspecified) | 11% | 0% | -1% | -7% | -6% | 21% | -9% | 1% | -4%
